Assay outcomes: PubChem, National Center for Advancing Translational Sciences (NCATS)
GFP derepression: qHTS Assay for Epigenetic Modulators | mouse C127i GFP locus derepression, cytometry, 30 h | Potency, µM (top dose mostly 46.1 µM), for the others: at the highest dose GFP derepression (activation) | 0.09% of 68,000 active | AID 597, 2007; note: % of control where 0% means no effect
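Murine C127i mammary cells carrying a silenced, stably integrated CMV-driven GFP reporter were treated with compound for 30 hours at 37 C. After PBS washes, GFP-positive cells were counted by laser-scanning microplate cytometry.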
ERK AVP inh: qHTS Assay for Inhibitors of the ERK Signaling Pathway using a Homogeneous Screening Assay. Potency, µM (titrated, usually from 57.5 µM), for inactives: at the top dose activity, negative = inhibition, most hits filed as inhibitors. 0.99% of 72,000 active. HEK293-V1b, vasopressin-stimulated pERK AlphaScreen; note: potency is the fitted concentration of half-maximal effect; % is set by controls: 0 for no effect and ±100 for the full control effect; nearly all actives have a fitted effect of over 55% in size
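Phosphorylated ERK1/2 detected via AlphaScreen bead proximity in lysates of V1b-expressing HEK293 cells given 25 nM vasopressin for 5 min after 30 min compound exposure (37 °C). AC50 from Hill equation; basal DMSO 0%, vasopressin 100%.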
Hsp90 Hop PPI: qHTS Assay for Disrupters of an Hsp90 Co-Chaperone Interaction. Hsp90 C-terminal peptide / TPR2A (Hop) interaction, human. AlphaScreen TPR2A-His6 binding biotin-Hsp90 C-terminal peptide. Potency, µM (highest dose often 57 µM), inactives show top-dose activity change, negative = inhibition. 0.44% of 71,000 active; active = well fitted curve in either direction with a large enough effect; inconclusive = small, poorly fitted or top-dose-only effect, or another doubt; note: potency is the fitted concentration of half-maximal effect; % is set by controls: 0 for no effect and ±100 for the full control effect; many of its hits are not listed in these tables
Ub-GFP proteasome: Ubiquitin-GFP Assay; 67,000 tested, under 10 active; Ubiquitin-GFP reporter cells, proteasome inhibition, GFP fluorescence; response scale: untreated = 0%, 10 µM MG-132 = 100%; Potency, µM (titrated, usually from 45.9 µM), without a hit: top-dose activation (GFP accumulation), hits mostly activators; active = well fitted activation curve with a large enough effect, not every such curve was filed as active; inconclusive = small, poorly fitted or top-dose-only effect, or another doubt; inactive = no such curve, though single readings can be large or run the other way; note: potency is the fitted concentration of half-maximal effect
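Reporter cells (U2OS, ubiquitin-G76V-GFP fusion) are plated overnight, then treated 4 hr at 37 °C with compound titrations from 46 uM down to 2.9 nM. Activity is scaled against untreated cells and 10 uM MG-132.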
A350 autofl: qHTS Assay for Spectroscopic Profiling in A350 Spectral Region | 11% of 59,000 active | Compound autofluorescence, 340/450 nm, Alexa 350 dye-equivalents; hits give high values | max dye-equivalent concentration, M; in the data active = max dye-equivalent concentration above about 10 nM; inconclusive = mostly about 1.1 nM to 9.6 nM
CRE-bla Fsk: Cell signaling CRE-BLA (Fsk stim); CHO CRE-bla reporter (cAMP response element driving beta-lactamase), forskolin EC10, beta-lactamase ratio; Potency, µM (top dose mostly 38.2 µM), for the others: top-dose activity change, negative = inhibition, actives largely listed as activators; 2.5% of 71,000 active; active = well fitted activation curve with a large enough effect in the signal ratio, with a control signal flat, not every such curve was filed as active; inconclusive = small, poorly fitted or top-dose-only effect, or effect the other way, or a change in a side signal; the % refers to the signal ratio; note: potency is the fitted concentration of half-maximal effect; % of control where 0% means no effect
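CRE-bla CHO cells stimulated with EC10 NKH 477 (water-soluble forskolin) and compound titrations, 3 h at 37C; beta-lactamase read with CCF4 after 2 h at room temperature. Activity from 460/530 nm emission ratio, AC50 values for positive or negative modulation.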
HBB splice mod: qHTS Assay for Modulators of Hemoglobin Beta Chain Splicing | Potency, µM (series often up to 46.1 µM), without a hit: top-dose activation, most hits filed as activators | 0.06% of 65,000 active | AID 925, 2007 | HBB splicing reporter cell assay, activation; EGFP reporter with mutant IVS2-654 intron; response scale: normalised to 500 nM splice-correcting PNA; note: potency is the fitted concentration of half-maximal effect; 0% is about no effect
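Compounds were applied for 2 days to HeLa EGFP-654 cells, 500/well in Optimem with 2% FCS. The reporter's EGFP is disrupted by mis-splicing of beta-globin intron IVS2-654. Readout: summed well GFP fluorescence from 488 nm laser scanning; reference was 500 nM antisense […] 654 PNA.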
4-MU autofl: qHTS Assay for Spectroscopic Profiling in 4-MU Spectral Region; 11% of 59,000 active; max dye-equivalent concentration, M; compound autofluorescence, 340/450 nm, 4-MU equivalents; hits give high values; in the data active = max dye-equivalent concentration above about 10 nM; inconclusive = mostly about 1.1 nM to 9.6 nM
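Compounds in 100 mM Tris, pH 8.0, incubated 15 min at room temperature, then fluorescence read at 340 nm excitation/450 nm emission. Signal converted to 4-MU dye-equivalent concentration using an on-plate six-point 4-MU standard curve.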
Luciferase inh: qHTS Assay for Inhibitors of Firefly Luciferase; purified firefly luciferase, luminescence, 8 min; 2.2% of 72,000 active; Potency, µM (series often up to 57.1 µM), without a hit: at the highest dose activity change, negative = inhibition, usual class: inhibitors; Luciferin 4-monooxygenase (Photinus pyralis), P08659; note: potency is the fitted concentration of half-maximal effect; % is set by controls: 0 for no effect and ±100 for the full control effect; nearly all actives have a fitted effect of over 40% in size
Target sequence (P08659 whole entry, looked up): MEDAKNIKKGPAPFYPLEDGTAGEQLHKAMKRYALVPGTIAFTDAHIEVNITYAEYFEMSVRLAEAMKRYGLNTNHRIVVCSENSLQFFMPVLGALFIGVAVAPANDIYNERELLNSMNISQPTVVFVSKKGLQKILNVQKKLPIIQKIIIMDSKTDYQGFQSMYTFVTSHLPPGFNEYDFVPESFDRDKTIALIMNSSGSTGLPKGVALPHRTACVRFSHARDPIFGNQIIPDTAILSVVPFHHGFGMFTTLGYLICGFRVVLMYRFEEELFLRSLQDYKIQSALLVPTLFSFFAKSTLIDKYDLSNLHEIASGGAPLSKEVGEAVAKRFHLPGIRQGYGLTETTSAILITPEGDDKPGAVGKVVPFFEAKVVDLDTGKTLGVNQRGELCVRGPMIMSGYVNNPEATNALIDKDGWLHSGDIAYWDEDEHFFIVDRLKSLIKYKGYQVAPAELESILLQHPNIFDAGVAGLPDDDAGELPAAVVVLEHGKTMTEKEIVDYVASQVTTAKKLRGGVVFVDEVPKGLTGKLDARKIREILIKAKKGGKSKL
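Titration-based qHTS; buffer 50 mM imidazole pH 7.2, 50 mM KCl, 7 mM MgCl2, 10 uM ATP, 0.01% Tween 20, 0.05% BSA; luciferase/luciferin detector mix added after compound; 8 min, ambient; luminescence.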
TexasRed autofl: qHTS Assay for Spectroscopic Profiling in Texas Red Spectral Region | Compound fluorescence, Texas Red channel, 547/618 nm; hits give high values | max dye-equivalent concentration, M | 0.06% of 59,000 active; in the data active = max dye-equivalent concentration above about 10 nM; inconclusive = between about 1.1 nM and that limit
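Fluorescence at ex 547/em 618 nm, normalized against an on-plate Texas Red standard series to give dye-equivalent concentration per compound concentration. Buffer 100 mM Tris, pH 8.0; 15 min RT incubation before CCD imaging.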
Fluorescein autfl: qHTS Assay for Spectroscopic Profiling in Fluorescein Spectral Region. 0.91% of 59,000 active. Compound autofluorescence, 480/540 nm, fluorescein-equivalent; hits give high values. max fluorescein-equivalent concentration, M; in the data active = max fluorescein-equivalent concentration above about 10 nM; inconclusive = between about 1.1 nM and that limit
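Each compound is tested across a concentration series in 100 mM Tris buffer at pH 8.0. After 15 min at room temperature, plates are imaged with 480 nm excitation and 540 nm emission filters, and intensities are converted to fluorescein-equivalent values.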
* marks the source's active call; other numbers are inactive results; i = inactive; ? = inconclusive; . = not tested or not shown; [ ] = remark or other dose. Unless noted, calls come from the whole dose curve; as a rule, active = well fitted curve in the direction sought with a large enough effect; inconclusive = small, poorly fitted or top-dose-only effect, or another doubt; inactive = no such curve, though single readings can be large; an effect the other way counts as inactive or inconclusive. The list is partial (hit frequency here may not be typical).

Each structure is followed by: GFP derepression	ERK AVP inh	Hsp90 Hop PPI	Ub-GFP proteasome	A350 autofl	CRE-bla Fsk	HBB splice mod	4-MU autofl	Luciferase inh	TexasRed autofl	Fluorescein autfl
O=c1[nH]c2ccccc2nc1C(F)(F)C(F)F
→ 2%	?	-2%[11 µM]	7%[9.17 µM]	.	?	-0.6%[0.0738 µM]	.	3%	.	.
NC(=O)C1CCN(C2CC(=O)N(c3cccc(F)c3)C2=O)CC1 (stereo unspecified)
→ 2%	-1%	-2%	0%	i	13%	-2.4%[57.5 µM]	i	0%	i	i
COc1cc(Cl)cc(C2NC(=O)NC(C)=C2C(=O)NCc2ccccc2)c1O (stereo unspecified)
→ 3%	-8%	-1%	8%	i	-9%	0.2%	i	0%	i	i
Cc1c(C(=O)OCCOc2ccccc2)[nH]c2c1C(=O)CCC2
→ -4%	-19%	-1%	-13%	i	?	-2.9%	i	10µM*	i	?
CCOc1ccc(N(CC(=O)NC(C)CC)S(=O)(=O)c2c(C)noc2C)cc1 (stereo unspecified)
→ 0%	-6%	2%	-6%	.	-4%	-0.2%	.	2%	.	.
O=C(CSc1nc(N2CCCCC2)nc(N2CCCCC2)n1)Nc1nccs1
→ 0%	-6%	-4%	-3%	i	-2%	0.3%	i	1%	i	i
O=C(Nc1ccc(Nc2ccccc2)cc1)c1ccc(Br)o1
→ 4%	?	-17%	3%	.	-1%	-0.4%	.	-10%	.	.
Cc1cc2cc(CNC(=O)Nc3ccccc3)ccc2n1C
→ 0%	-21%	?	-7%	i	-10%	1.2%	i	-8%	i	i
CCOc1ccc(CNC(=O)CCn2c(=O)oc3ccccc32)cc1OC
→ -1%	0%	-4%	-5%	i	-6%	-0.7%	i	1%	i	i
CC(C)C[C@H](NC(=O)OC(C)(C)C)c1nnc(SCC(=O)Nc2ccc(Br)cc2)o1
→ 0%	?	2%	3%	i	-11%	0.3%[57.5 µM]	i	-3%	i	i
O=C1c2ccccc2C(=O)N1C1(C(=O)NC2(C(=O)O)CCCC2)CCCC1
→ 2%[9.22 µM]	8%[11.5 µM]	-1%[11 µM]	3%[9.17 µM]	i	6%[7.6 µM]	3.0%[9.22 µM]	i	2%[11.4 µM]	i	?
COCCNC(=O)C(c1ccc(O)cc1)N(Cc1ccco1)C(=O)CCC(=O)Nc1nccs1 (stereo unspecified)
→ 2%	-16%	-2%	4%	i	-1%	.	i	-4%	i	i
CCN1C(=O)c2cccc3c(S(=O)(=O)Nc4ccccc4OC)ccc1c23
→ 0%	-2%	2%	0%	i	?	-1.5%	i	-3%	i	i
NC(=O)C1CCN(C(=O)C2c3ccccc3C(=O)N3CCc4ccccc4C23)CC1 (stereo unspecified)
→ -1%	-9%	-3%	5%	i	?	3.6%	i	3%	i	i
Cc1cc(O)cc(O)c1-c1onc(C(F)(F)F)c1-c1cscn1
→ 1%	16%	-1%	11%	i	?	5.1%	i	2%	i	i
COC(=O)c1cccc(NC(=O)CN2CCN(c3ccc(OC)cc3)CC2)c1
→ 0%	2%	-5%	1%	i	?	-0.4%[57.5 µM]	i	1%	?	i
CN(c1ccccc1)S(=O)(=O)c1cc(C(=O)c2nccn2C)ccc1Cl
→ -2%	-12%	2%	-3%	i	4%	-0.1%	i	-32%	?	i
O=C(OCn1nnc2ccccc2c1=O)c1ccc(Br)o1
→ 2%	19%	2%	2%	i	-12%	0.0%	i	1%	i	i
Cc1cccc2cc(CN(Cc3ccco3)C(=O)NC3CCCCC3)c(=O)[nH]c12
→ -1%	-1%	-3%	0%	i	-5%	-0.2%[57.5 µM]	i	-1%	i	?
Cc1ccc(-c2nc3cc(NC(=O)C(C)C)ccc3o2)cc1C
→ 0%	?	-2%	-1%	?	13%	1.5%	?	2µM*	i	i

3 compounds picked at random from the list so far:
Each structure is followed by: GFP derepression	ERK AVP inh	Hsp90 Hop PPI	Ub-GFP proteasome	A350 autofl	CRE-bla Fsk	HBB splice mod	4-MU autofl	Luciferase inh	TexasRed autofl	Fluorescein autfl
COCCNC(=O)C(c1ccc(O)cc1)N(Cc1ccco1)C(=O)CCC(=O)Nc1nccs1 (stereo unspecified)
→ 2%	-16%	-2%	4%	i	-1%	.	i	-4%	i	i
CCOc1ccc(CNC(=O)CCn2c(=O)oc3ccccc32)cc1OC
→ -1%	0%	-4%	-5%	i	-6%	-0.7%	i	1%	i	i
O=C(OCn1nnc2ccccc2c1=O)c1ccc(Br)o1
→ 2%	19%	2%	2%	i	-12%	0.0%	i	1%	i	i

Further structures follow:
| Structure | GFP derepression | ERK AVP inh | Hsp90 Hop PPI | Ub-GFP proteasome | A350 autofl | CRE-bla Fsk | HBB splice mod | 4-MU autofl | Luciferase inh | TexasRed autofl | Fluorescein autfl |
| --- | --- | --- | --- | --- | --- | --- | --- | --- | --- | --- | --- |
| O=C(Nc1ccc2nccnc2c1)c1cnccn1 | 2% | -7% | 1% | 0% | ? | -4% | . | ? | -7% | i | i |
| Cc1nc(N2CCOCC2)c2nc(-c3ccccc3)n(CCN3CCCCC3)c2n1 | . | -6% | -2% | 18% | . | 3% | -0.9% | . | . | . | . |
| CSC1=C(C#N)C(c2cccs2)CC(=O)N1C (stereo unspecified) | -2% | -3% | 0% | 4% | i | -5% | -1.9% | i | -1% | i | ? |
| COCCCn1c(CCC(=O)O)ccc1-c1ccc(F)cc1 | 0% | ? | -7% | 0% | 1.5e-06M* | -3% | 2.8% | 1.6e-06M* | -1% | i | ? |
| CC(=O)N1CCN(c2ccccc2NC(=O)c2cc(Br)ccc2Cl)CC1 | 0% | -19% | -7% | 2% | i | 13% | -2.0% | i | -3% | i | i |
| Cn1c(C(=O)N2CCN(c3ccc(F)cc3)CC2)cc2c(=O)n(C)c3ccccc3c21 | . | -7% | -2%[2.3 µM] | 9% | . | -8% | 2.8% | . | 1% | . | . |
| CSc1oc(-c2ccco2)nc1S(=O)(=O)c1ccc(F)cc1 | . | . | 0% | 12% | . | 19% | -0.6% | . | -3% | . | . |
| COc1ccc2c(c1)OC1(C)CC2C(C(=O)c2ccccc2OC)C(=O)N1 (stereo unspecified) | . | ? | -3%[2.3 µM] | 4% | . | -3% | -0.4% | . | 1% | . | . |
| COCCCNC(c1ccccc1)c1ccncc1 (stereo unspecified) | 2% | 11% | -1% | 2% | i | -5% | . | i | 3% | i | i |
| CCCCOc1ccc(Cl)cc1CSc1nncn1N | 0% | -26% | -5% | -3% | i | -6% | -0.5% | i | 1% | i | i |
| O=C(CSc1nnc(CNc2ccc(Cl)cc2)n1Cc1ccccc1)NCc1ccco1 | 0% | ? | -9% | -3% | i | -15% | . | i | 0% | i | i |
| CCCCCN=C(C)c1c(O)c2ccccc2oc1=O | -4% | 1% | 9% | 0% | . | ? | 0.7% | . | -14% | . | . |

Additional entries.
| Structure | GFP derepression | ERK AVP inh | Hsp90 Hop PPI | Ub-GFP proteasome | A350 autofl | CRE-bla Fsk | HBB splice mod | 4-MU autofl | Luciferase inh | TexasRed autofl | Fluorescein autfl |
| --- | --- | --- | --- | --- | --- | --- | --- | --- | --- | --- | --- |
| CC(=O)NCCNc1nc(-c2ccccc2C)nc2ccccc12 | 9%[9.22 µM] | -7% | -3% | -2% | 2.3e-08M* | ? | -0.4% | 2.3e-08M* | 1%[2.29 µM] | i | ? |
| CCOC(=O)c1ncn2c1C(=O)OC2(C)C | 0% | 1% | -29% | -2% | i | ? | 0.0% | i | 2% | ? | ? |
| CCn1c2ccccc2c2cc(C3C(C#N)=C(N)OC4=C3C(=O)CC(C)(C)C4)ccc21 (stereo unspecified) | 0% | -5% | 4% | 3% | i | -4% | . | i | 2% | i | i |
| CCOc1ccc(OCC)c(NS(=O)(=O)c2cccc3nsnc23)c1 | 4% | 1% | -12% | -1% | i | 12% | -0.5% | i | 4% | i | i |
